Compound activity deposited in PubChem BioAssay by several laboratories.
Insulin prom up: MIN6 insulin promoter up-regulation | MIN6 insulin promoter-GFP reporter, high-content imaging; stronger effect = higher value | z-score at 5 µM | 190,000 compounds, 0.3% hits | AID 1625;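 active means z-score above 3 at 5 µM with at least 500 cells counted in the well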
WT yeast gro inh: growth inhibition of WT yeast, mitochondrial fusion screen. mitochondrial fusion phenotypic screen, WT strain. inhibition, % at 10 µM. 190,000 compounds, 2.1% hits; in the data active means inhibition above about 58%; tested in S. cerevisiae
Yfh1-off respiration: mitochondrial function rescue without frataxin homolog – Friedreich's ataxia, plus single-dose screen, dose response (AID 1465). S. cerevisiae Yfh1-off respiration, WST-1 reduction, 72 h; higher fold induction means a stronger effect. fold induction at 50 µM; hits with a dose series show EC50 in µM. 220,000 compounds, 0.074% hits;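 active means fold induction of absorbance versus untreated yeast above a set limit, then at least 30% activation at any dose in follow-up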;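 further: activators that raise dye reduction in frataxin-depleted yeast; strong numbers were not always called active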
Dynein transport: dynein cargo transport inhibition; 3617.4 mouse cells, GR-EGFP nuclear translocation imaging; test concentration mostly 20 µM; stimulated with dexamethasone, 1 µM; stronger effect = lower value; z-score, hits read low; 220,000 compounds, 0.47% hits; AID 1381;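 active means plate z-score of nuclear minus cytoplasmic receptor signal below a set negative limit, without overly bright fluorescence or cell loss, cut at about -3.5 in these data, passing the limit was not always enough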;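 further: z-score of nuclear minus cytoplasmic ring GR-EGFP intensity difference per well; some compounds called inactive have numbers as strong as hits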
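Schedule: 48 h induction, then 1 h compound, then 30 min agonist, 37 °C. Buffer or medium: tetracycline-free induction medium containing charcoal-stripped FBS. Reagent: 1.0 µM final dexamethasone stimulus. Evaluation: nuclear versus cytoplasmic GR-EGFP signal, averaged per well. Signal: high-content fluorescence imaging after fixation.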
Autophagy HCS: autophagy modulation, high-content screen; MEF GFP-LC3 puncta imaging; test concentration mostly 10 µM; calls only at 10 µM (by protocol); 190,000 compounds, 0.98% hits; AID 463193;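 active means percentage of spot-positive cells more than 3 SD above its plate mean, without a fluorescence outlier flag or 80% toxicity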;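 further: spot-positive cell cutoff set from DMSO-treated cells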
Lipid droplet: hepatic lipid droplet formation modulation; AML12 mouse hepatocytes, oleate lipid droplets, BODIPY imaging; inhibition, % at 6.5 µM; 240,000 compounds, 0.4% hits; AID 1656;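 active means lipid droplet intensity inhibited by at least 50%, with more than 500 cells counted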
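Assay system: AML12 mouse liver cells | Compound: 6.5 µM single-point dosing | Schedule: Overnight exposure | Technique: Fluorescence imaging, 20x objective, two fields per well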
HEK293 NOD2/NF-kB: inhibition of NOD2-driven NF-kB reporter – cell-based, luminescence, uHTS, HEK293 (AID 1566). HEK293 NOD2/NF-kB luciferase reporter, luminescence; higher % means a stronger effect. inhibition, % at 4 µM; hits with a dose series show EC50 in µM. 290,000 compounds, 0.63% hits; in the data active means inhibition above about 50%; further: many of its hits are not listed in these tables
MT stabilizer: microtubule stabilization, imaging screen. HeLa tubulin immunostaining HCS, 24 h; share of cells brighter than vehicle mean+2SD. % tubulin-high responders, % at 10 µM. 200,000 compounds, 0.83% hits;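 active means plate Z-score above 3 for both tubulin-high and condensed-nucleus cell shares, with cell loss under 80%, at 10 µM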;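 further: anti alpha tubulin signal scored within the nucleus-defined area of each cell; some results filed as inactive read as strong as hits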
b-catenin transl: modulators of beta-catenin nuclear translocation; HeLa beta-catenin nuclear translocation, immunofluorescence imaging; nuclear translocation activity, % at 5 µM; 190,000 compounds, 0.3% hits;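 active means nuclear translocation activity above 50% at 5 µM, with a well cell count of 50 or more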;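 further: per-cell ratio of nuclear to cytoplasmic median beta-catenin stain intensity; plate controls were DMSO negative control for no effect and GSK-3 inhibitor IX positive control for full effect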
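Assay system: human HeLa cells, native beta-catenin; doses: 5 µM primary, 0.02–20 µM confirmation; incubation: compound treatment 24 h, 37°C, 5% CO2; technique: fluorescence imaging of beta-catenin antibody stain plus DAPI; measure: % activation, nuclear-to-cytoplasmic median beta-catenin signal ratio per cell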
WT yeast gro inh mutant strain: second read-out of WT yeast gro inh, no call of its own (marks repeat the call); inhibition, %; mitochondrial fusion phenotypic screen, mutant strain inhibition
Dynein transport cytoplasmic EGFP: second read-out of Dynein transport, no call of its own (marks repeat the call); z-score; measured here: cytoplasmic GR-EGFP intensity; stronger effect = higher value
Dynein transport nuclear GR-EGFP: further read-out of Dynein transport, marked with its call; z-score; measured here: nuclear GR-EGFP intensity;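 lower value marks the stronger effect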
Dynein transport cell count: recorded beside Dynein transport, whose call it bears; z-score; measured here: cell count per field
Insulin prom up cell count: second read-out of Insulin prom up, no call of its own (marks repeat the call); cell count; measured here: cytotoxicity, nuclei count;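 total cells summed across four imaged fields per well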
Lipid droplet cells 6.5 µM: also measured in Lipid droplet; calls as there; cell count; measured here: cell count, cytotoxicity flag;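 cells counted across two imaged fields per well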
b-catenin transl cell count 5 µM: second read-out of b-catenin transl, no call of its own (marks repeat the call); cell count; measured here: cell count, cytotoxicity flag
MT stabilizer Hoechst-high %: further read-out of MT stabilizer, marked with its call; % Hoechst-high responders; measured here: nuclear condensation Hoechst responders;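 share of cells brighter than vehicle mean plus two SD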
MT stabilizer cytotoxicity %: further read-out of MT stabilizer, marked with its call; toxicity, %; measured here: cytotoxicity by cell density;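 0% = mean cell density of plate MIN control wells and 100% = no cells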
Autophagy HCS cell loss 18 h: second read-out of Autophagy HCS, no call of its own (marks repeat the call); toxicity, %; measured here: cell loss, nuclei count;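 cell loss after 18 h compound exposure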
The depositor's hits bear a star; i = inactive; . = not tested or not shown.

No.	molecule	Insulin prom up	Insulin prom up cell count	WT yeast gro inh	WT yeast gro inh mutant strain	Yfh1-off respiration	Dynein transport	Dynein transport cytoplasmic EGFP	Dynein transport nuclear GR-EGFP	Dynein transport cell count	Autophagy HCS
1	O=C(NCc1ccc2c(c1)OCO2)C1CCCN(S(=O)(=O)c2cccnc2)C1 (stereo not drawn)	.	.	11	-8	i	-1.1	-0.19	-0.42	0.22	.
2	CCOC(=O)Cn1cc(/C=N/NC(=O)CC#N)c2ccccc21	-0.13	1425	.	.	i	0.83	-0.25	0.37	-0.3	.
3	O=C(CN(c1ccc(F)cc1)S(=O)(=O)c1ccc2c(c1)OCCO2)Nc1ccccc1	.	.	25	-13	i	-0.78	-0.24	-0.24	0.51	i
4	COc1cc(NC(=O)c2ccc(C)cc2)c(OC)cc1NC(=O)CN1CCOCC1	.	.	-4	-9	i	-0.3	-0.17	0.026	-0.0029	i
5	C/C(CC(=O)Nc1ccc2c(c1)OCCO2)=N\NC(=O)C(=O)Nc1ccccc1C	0.31	1449	1	-1	i	-1.6	-0.27	-0.63	1.5	i
6	C=CCn1c(SCc2nc3ccccc3[nH]2)nnc1-c1ccncc1	0.05	1492	-8	-10	i	-0.28	-0.17	0.21	-0.62	i
7	C=C(C)CSc1nc2nc(C)c(Br)cc2[nH]1	0.29	946	19	18	i	-0.6	-0.4	-0.23	1.2	i
8	O=C(NCCCN1CCCCCC1)C1CCCN(S(=O)(=O)c2cccc3nsnc23)C1 (stereo not drawn)	-1.2	1415	9	2	i	1.2	-0.17	0.96	-0.44	i
9	CCCCCCCCCCCCS(=O)(=O)CCC(=O)O	0.05	1143	.	.	i	-0.67	-0.16	0.013	0.42	.
10	O=C(NCc1ccco1)Nc1ccc(OC(F)(F)F)cc1	0.07	1368	.	.	i	-0.15	-0.24	-0.32	-0.53	.
11	Cc1cccc(CSc2ncc(CO)n2C)c1	.	.	-3	-9	i	-1.3	-0.21	-0.21	1.1	i
12	Cn1cc(/C=N/n2cnc3scc(-c4ccccc4)c3c2=O)c2ccccc21	0.04	1304	4	-34	i	-0.05	-0.32	-0.11	0.018	i
13	CCn1cc(C(=O)O)c(=O)c2cc(F)c(N3CCN(C(=S)NC(=O)c4ccccc4F)CC3)cc21	0.01	1057	.	.	i	1.3	-0.15	1.1	-1.5	.
14	CC1Oc2ccccc2N(CC(=O)N2CCCc3ccccc32)C1=O (stereo not drawn)	0.81	1459	-15	-4	i	-0.71	-0.18	-0.14	0.3	i
15	O=C(CSc1nc2ccccc2c(=O)n1C1CC1)NCc1ccccc1	-0.55	1402	9	14	i	0.26	-0.19	-0.12	0.19	i

No.	Autophagy HCS cell loss 18 h	Lipid droplet	Lipid droplet cells 6.5 µM	HEK293 NOD2/NF-kB	MT stabilizer	MT stabilizer Hoechst-high %	MT stabilizer cytotoxicity %	b-catenin transl	b-catenin transl cell count 5 µM
1	.	8	609	-13%	6.1	1.6	9.6	-0.8	1127
2	.	7	687	9%	.	.	.	-2.3	1166
3	6	15	851	-4%	3.0	1.5	6.9	.	.
4	-7	.	.	22%	1.5	2.7	12	.	.
5	6	3	729	11%	3.7	1.5	4.1	0.4	1583
6	8	.	.	12%	4.4	0.9	3.0	-1.0	1034
7	-10	6	796	-12%	1.6	0.7	2.4	-3.0	1150
8	18	5	682	11%	3.6	3.1	7.2	-2.0	1200
9	.	0	781	35%	.	.	.	-0.4	1301
10	.	0	673	1%	.	.	.	1.8	1268
11	38	.	.	-4%	2.6	1.7	5.7	.	.
12	26	.	.	-34%	28*	39*	39*	71*	648*
13	.	-11	724	22%	.	.	.	1.2	1300
14	18	.	.	5%	4.9	2.3	8.1	-2.2	987
15	-1	.	.	8%	1.6	1.0	3.1	7.1	1375

(more compounds)
No.	molecule	Insulin prom up	Insulin prom up cell count	WT yeast gro inh	WT yeast gro inh mutant strain	Yfh1-off respiration	Dynein transport	Dynein transport cytoplasmic EGFP	Dynein transport nuclear GR-EGFP	Dynein transport cell count	Autophagy HCS
16	COC(=O)[C@H]1C[C@@H]1[C@H](NS(=O)(=O)c1ccc2ccccc2c1)c1ccccc1	0.36	1240	-3	-11	i	-0.84	-0.29	-0.0089	1	i
17	Cc1cccc2sc(NC(=O)CN(C)S(=O)(=O)c3cccs3)nc12	0.17	854	24	23	i	-0.48	-0.31	-0.31	0.56	i
18	Cc1[nH]c2ccccc2c1CCO	-0.26	1974	17	20	i	1.4	-0.12	0.52	-1.3	i
19	CN(CCOc1ccccc1)CC(=O)Nc1cccc(Br)c1	0.2	1271	25	15	i	-0.76	-0.27	-0.28	0.77	i
20	CC1(C(=O)OCC(=O)Nc2ccc(C(N)=O)cc2)CC1(Cl)Cl (stereo not drawn)	0.59	1160	-13	9	i	0.27	-0.31	-0.19	0.1	i
21	CC1(C(=O)NC2CCCC2)CCC(=O)N1Cc1ccccc1Cl (stereo not drawn)	0.69	1011	0	13	i	-0.85	-0.24	-0.61	0.67	i
22	CC(C)C1Nc2ccc(S(N)(=O)=O)cc2C2C=CCC21 (stereo not drawn)	-0.06	1264	-5	-5	i	-0.38	-0.2	-0.068	-0.42	i
23	Cc1ccc(OC(=O)CCC(=O)N2CCc3ccccc32)cc1	0.31	1290	-5	-11	i	-0.4	-0.22	-0.19	0.46	i
24	COC(=O)Nc1ccc(S(=O)(=O)NCCO)cc1	.	.	-3	-3	i	0.57	-0.18	0.97	0.12	i
25	O=C1CC(N(Cc2ccco2)C(=O)Nc2ccc(F)cc2)C(=O)N1c1ccc(F)cc1 (stereo not drawn)	-1.2	1006	11	13	i	-1.4	-0.26	-1.2	0.35	i

No.	Autophagy HCS cell loss 18 h	Lipid droplet	Lipid droplet cells 6.5 µM	HEK293 NOD2/NF-kB	MT stabilizer	MT stabilizer Hoechst-high %	MT stabilizer cytotoxicity %	b-catenin transl	b-catenin transl cell count 5 µM
16	1	-8	693	-6%	4.0	2.3	7.3	0.6	492
17	-7	56*	797*	8%	1.4	1.0	5.7	-4.0	993
18	2	2	679	2%	2.3	1.5	1.2	-1.0	1108
19	17	0	677	12%	1.2	2.2	7.9	-2.2	1157
20	8	-8	714	19%	8.5	1.5	12	1.2	1037
21	-4	1	760	-9%	1.0	0.6	7.1	.	.
22	1	-13	692	-2%	1.7	1.2	0.0	0.3	1053
23	43	.	.	-9%	1.7	2.2	8.2	0.9	1163
24	-9	-5	727	9%	1.3	1.7	6.3	.	.
25	4	1	701	-24%	2.1	2.1	7.2	1.7	901

Grouped by structure, the entries above containing four or more nitrogen atoms.
No.	molecule	Insulin prom up	Insulin prom up cell count	WT yeast gro inh	WT yeast gro inh mutant strain	Yfh1-off respiration	Dynein transport	Dynein transport cytoplasmic EGFP	Dynein transport nuclear GR-EGFP	Dynein transport cell count	Autophagy HCS
2	CCOC(=O)Cn1cc(/C=N/NC(=O)CC#N)c2ccccc21	-0.13	1425	.	.	i	0.83	-0.25	0.37	-0.3	.
5	C/C(CC(=O)Nc1ccc2c(c1)OCCO2)=N\NC(=O)C(=O)Nc1ccccc1C	0.31	1449	1	-1	i	-1.6	-0.27	-0.63	1.5	i
6	C=CCn1c(SCc2nc3ccccc3[nH]2)nnc1-c1ccncc1	0.05	1492	-8	-10	i	-0.28	-0.17	0.21	-0.62	i
8	O=C(NCCCN1CCCCCC1)C1CCCN(S(=O)(=O)c2cccc3nsnc23)C1 (stereo not drawn)	-1.2	1415	9	2	i	1.2	-0.17	0.96	-0.44	i
12	Cn1cc(/C=N/n2cnc3scc(-c4ccccc4)c3c2=O)c2ccccc21	0.04	1304	4	-34	i	-0.05	-0.32	-0.11	0.018	i
13	CCn1cc(C(=O)O)c(=O)c2cc(F)c(N3CCN(C(=S)NC(=O)c4ccccc4F)CC3)cc21	0.01	1057	.	.	i	1.3	-0.15	1.1	-1.5	.

No.	Autophagy HCS cell loss 18 h	Lipid droplet	Lipid droplet cells 6.5 µM	HEK293 NOD2/NF-kB	MT stabilizer	MT stabilizer Hoechst-high %	MT stabilizer cytotoxicity %	b-catenin transl	b-catenin transl cell count 5 µM
2	.	7	687	9%	.	.	.	-2.3	1166
5	6	3	729	11%	3.7	1.5	4.1	0.4	1583
6	8	.	.	12%	4.4	0.9	3.0	-1.0	1034
8	18	5	682	11%	3.6	3.1	7.2	-2.0	1200
12	26	.	.	-34%	28*	39*	39*	71*	648*
13	.	-11	724	22%	.	.	.	1.2	1300

This is a subset; the hit share may differ from the screen's.
